KKLEB tox: CF airway cell cytotoxicity counter-screen; activity change (cytotoxicity), % at 5 µM; AID 602141; KKLEB CF airway cells viability, ATPlite luminescence, overnight; stronger effect = lower value; cells stimulated with P. aeruginosa culture filtrate; 360,000 compounds, 0.36% hits;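 active means corrected activity change at or below -50% at 5 µM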
CF NFkB block: cystic fibrosis NF-kB activation inhibition; KKLEB NF-kB-GFP reporter, PAF-induced, GFP fluorescence overnight; 360,000 compounds, 0.86% hits; inhibition, % at 5 µM; AID 588850;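 active means at least 50% inhibition at 5 µM, scaled per plate between neutral and stimulator controls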;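 further: PAF is a Pseudomonas aeruginosa culture filtrate used as stimulus; plate controls were PAF-stimulated DMSO wells for no effect and unstimulated DMSO wells for full effect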
EBV LMP1 NFkB: reduces LMP1-driven NF-kappaB luciferase signal. LMP1-induced NF-kappaB luciferase reporter cells, luminescence. inhibition, % at 12.5 µM. 350,000 compounds, 0.69% hits. AID 504558; in the data active means inhibition above about 41%;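 further: 0% = neutral control wells and 100% = reference inhibitor control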
C8 TRAIL sens: sensitizes caspase-8 expressing cells to TRAIL | NB7+C8 cells + TRAIL, ATPlite viability luminescence | inhibition (viability loss, TRAIL sensitization), % at 10 µM | 360,000 compounds, 1% hits;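 active means compounds causing at least 50% loss of cell viability in the single-dose screen, relative to plate controls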
HIF-2a inh: inhibitors of HIF-2a. 786-0 RCC cells HIF-2a reporter, luciferase luminescence, overnight. inhibition, % at 18.8 µM. 360,000 compounds, 0.72% hits;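 active means inhibition of the luminescence signal of 40% or more relative to plate controls, in a single-dose primary screen at 18.75 µM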
TRPM1 prom inh: MITF TRPM1 promoter inhibition in SK-MEL-5 cells; AID 488899; inhibition, % at 12.5 µM; SK-MEL-5 TRPM1 promoter luciferase, 24 h; 330,000 compounds, 0.83% hits;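 active means mean inhibition across replicates of 60% or more, whatever share of single replicates reaches that level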; further: values of inactives mirror those of a sister screen read the other way
Shn3 3UTR inh: inhibitors of Schnurri-3 3'UTR reporter in osteoblasts; Clone20 osteoblast Shn3 3'UTR firefly luciferase, 24 h; inhibition, % at 12.5 µM; 360,000 compounds, 0.52% hits;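 active means mean inhibition of at least 75% with every replicate also reaching 75%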;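 further: 0% = median of neutral control wells and 100% = pilot-screen positive control compound; some compounds past the cut are filed as inactive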
NR2E3 ag-1: activates human photoreceptor nuclear receptor NR2E3. Q9Y5X4. GST-NR2E3/biotin-RetCOR TR-FRET, 1536-well. inhibition of corepressor binding, % at 4.78 µM. 320,000 compounds, 0.12% hits. AID 2300;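 active means percent inhibition above the cutoff of mean plus 3 SD of all tested compounds, set per screening campaign, cut at about 20% in these data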;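 further: 0% = DMSO wells and 100% = biotin wells as full block of FRET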
Target sequence (Q9Y5X4 whole entry, looked up): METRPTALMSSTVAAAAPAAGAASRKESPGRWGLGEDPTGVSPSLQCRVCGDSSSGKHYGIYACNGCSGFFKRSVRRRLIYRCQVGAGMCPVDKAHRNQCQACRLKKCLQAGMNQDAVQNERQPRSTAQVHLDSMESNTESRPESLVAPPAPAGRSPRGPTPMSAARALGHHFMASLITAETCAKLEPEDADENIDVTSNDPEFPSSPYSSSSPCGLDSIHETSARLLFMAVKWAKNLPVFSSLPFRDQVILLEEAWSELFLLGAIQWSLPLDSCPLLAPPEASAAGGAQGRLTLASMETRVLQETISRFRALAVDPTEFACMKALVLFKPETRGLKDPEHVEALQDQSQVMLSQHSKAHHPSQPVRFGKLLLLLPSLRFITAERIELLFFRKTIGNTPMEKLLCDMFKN
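System: GST-tagged NR2E3 plus biotinylated RetCOR corepressor; Amount: 1.35 nM GST-tagged NR2E3 final; Dosing: single nominal compound dose of 4.8 µM; Schedule: 5 h incubation at 4 °C; Technique: TR-FRET with europium anti-GST and streptavidin-D2, 340 nm excitation; Controls: biotin wells as high control, 0.6% DMSO wells as low control.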
Peg3 prom inh: reduces Peg3 promoter-driven luciferase expression in HeLa. HeLa PEG-Prom luciferase reporter, luminescence, overnight. inhibition, % at 20 µM. 360,000 compounds, 1.7% hits;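 active means inhibition of at least 50% at 20 µM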
NR2E3 ag-2: activates human NR2E3 receptor. CHO-S Gal4-NCOR/VP16-NR2E3 two-hybrid, luciferase. AID 602229. inhibition of corepressor binding, % at 3.98 µM. 360,000 compounds, 0.35% hits;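 active means inhibition above the mean of all tested compounds plus 3 SD, cut at about 70% in these data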;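 further: 0% = DMSO with NR2E3 transfected cells and 100% = cells lacking NR2E3 construct; higher means lower luciferase signal from less NR2E3 corepressor binding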
hiPSC survival: enhancers of human iPSC single-cell survival. 360,000 compounds, 0.044% hits. AID 602274. survival enhancement, % at 20 µM. hiPSC single-cell survival, ATPlite luminescence; 100% = ROCK inhibitor wells, 0% = DMSO; in the data active means survival enhancement above about 18%;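 further: cells exposed to compounds for 16 hours before the ATP read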
An asterisk follows results filed as active; . = not tested or not shown. These rows are one share of the data; the hit share may differ from the screen's.

Start of the listing, in advance, 2 compounds:
SMILES	KKLEB tox	CF NFkB block	EBV LMP1 NFkB	C8 TRAIL sens	HIF-2a inh	TRPM1 prom inh	Shn3 3UTR inh	NR2E3 ag-1	Peg3 prom inh	NR2E3 ag-2	hiPSC survival
O=C(Nc1ccc(Cl)cc1)N1CCN(c2ccc3nnc(-c4ccc(F)cc4)n3n2)CC1	-9	-24	-6	-1	-123	-3	5	8	29	-26	4.2
COc1cc(C2c3c(-c4cc(C)cc(C)c4O)n[nH]c3C(=O)N2CCCO)cc(OC)c1OC (configuration not stated)	-4	-10	-3	-3	5	-1	11	1	6	-7	-1.2

All compounds of this part, repeating the preview:
SMILES	KKLEB tox	CF NFkB block	EBV LMP1 NFkB	C8 TRAIL sens	HIF-2a inh	TRPM1 prom inh	Shn3 3UTR inh	NR2E3 ag-1	Peg3 prom inh	NR2E3 ag-2	hiPSC survival
O=C(Nc1ccc(Cl)cc1)N1CCN(c2ccc3nnc(-c4ccc(F)cc4)n3n2)CC1	-9	-24	-6	-1	-123	-3	5	8	29	-26	4.2
COc1cc(C2c3c(-c4cc(C)cc(C)c4O)n[nH]c3C(=O)N2CCCO)cc(OC)c1OC (configuration not stated)	-4	-10	-3	-3	5	-1	11	1	6	-7	-1.2
O=C(C1CC1)N1N=C(c2ccc(F)cc2)CC1(O)C(F)(F)F (configuration not stated)	14	-6	5	-5	0	3	-9	0	23	-1	1.3
Cn1c(Cn2c(=O)sc3ccccc32)nnc1SCC(=O)NCC1CCCO1 (configuration not stated)	7	-6	6	3	6	-1	4	0	-3	-16	-0.1
O=C(CN1CCOCC1)NCc1ccccc1Cl	-17	9	-1	-2	2	1	-8	0	7	-10	0.0
CCOc1ccccc1NC(=O)c1ccc2ccccc2c1	2	8	-5	28	-159	-11	1	1	-86	-21	0.2
C=CCN(CC=C)Cc1cc(=O)oc2cc(C)c(C)cc12	-15	19	.	0	-14	.	-13	.	2	-3	2.7
O=C(CN1C(=O)c2cccc3cccc1c23)N1CCN(c2cccc(Cl)c2)CC1	0	4	-10	3	17	-3	14	-5	8	-29	1.3
CCCCNC(=O)Nc1ccccc1C(=O)Nc1ccc(OC)cc1	-1	-3	-4	19	-48	5	-23	-2	-48	3	-2.2
CCCc1cc(=O)[nH]c(SCC(=O)NN(c2ccccc2)c2ccccc2)n1	4	-5	-6	-8	13	6	13	4	14	3	5.4
CC(C)C1C(=O)N(Cc2cn(CC3CCCCC3)nn2)CCS(=O)(=O)N1Cc1ccc(-c2ccc(Cl)nc2)cc1 (configuration not stated)	3	-15	5	-10	-25	.	25	.	-5	-42	-1.7
O=C(CN1CCN(C(=O)c2ccco2)CC1)Nc1ccc(Cl)c(C(F)(F)F)c1	-8	-11	-1	7	21	8	10	3	12	-9	-3.1
CCOP(=O)(c1ccc(N(C)C)cc1)C(O)c1ccc(Cl)cc1 (configuration not stated)	11	-2	-3	-11	11	9	4	-2	11	-16	-0.8
Clc1ccc2oc(-c3cccnc3)nc2c1	-4	-4	-33	8	-232	-37	-31	-1	-236	-85	3.8
O=C(O)c1ccc(-c2nc(-c3cccc(C(F)(F)F)c3)cs2)cc1	-2	34	3	2	-50	-37	12	.	-43	-60	-2.0
O=C1N=C(N2CCOCC2)S/C1=C/c1cc2c(cc1[N+](=O)[O-])OCO2	7	5	-20	-20	-174	-17	-61	-5	-15	-66	-0.6
COC(=O)c1ccc(C(=O)OC)c(NC(=O)COC(=O)C2CCCCC2)c1	12	-23	4	11	2	-3	22	-3	13	-1	3.4
COc1ccc(OC)c(C(=O)N2CCCC(Nc3ccc(F)cc3)C2)c1 (configuration not stated)	3	4	-9	-6	15	-13	-2	2	4	-20	0.7
Cc1ccc(S(=O)(=O)Nc2cc(C(F)(F)F)ccc2N2CCOCC2)cc1C	-3	14	-7	-6	10	-5	24	-1	-107	-1	2.4
Cc1nc2ccccc2n1CC(=O)OCC(=O)NCCc1ccccc1	-4	-5	-14	-10	22	6	-14	2	12	-11	-1.6

4 entries out of the list above, ordered by their value in HIF-2a inh, largest number first.
SMILES | CF NFkB block | EBV LMP1 NFkB | HIF-2a inh | TRPM1 prom inh | Shn3 3UTR inh | NR2E3 ag-1 | Peg3 prom inh | NR2E3 ag-2
CCOP(=O)(c1ccc(N(C)C)cc1)C(O)c1ccc(Cl)cc1 (configuration not stated) | -2 | -3 | 11 | 9 | 4 | -2 | 11 | -16
COc1cc(C2c3c(-c4cc(C)cc(C)c4O)n[nH]c3C(=O)N2CCCO)cc(OC)c1OC (configuration not stated) | -10 | -3 | 5 | -1 | 11 | 1 | 6 | -7
CCCCNC(=O)Nc1ccccc1C(=O)Nc1ccc(OC)cc1 | -3 | -4 | -48 | 5 | -23 | -2 | -48 | 3
O=C1N=C(N2CCOCC2)S/C1=C/c1cc2c(cc1[N+](=O)[O-])OCO2 | 5 | -20 | -174 | -17 | -61 | -5 | -15 | -66

More compounds follow.
SMILES	KKLEB tox	CF NFkB block	EBV LMP1 NFkB	C8 TRAIL sens	HIF-2a inh	TRPM1 prom inh	Shn3 3UTR inh	NR2E3 ag-1	Peg3 prom inh	NR2E3 ag-2	hiPSC survival
COc1ccc(-c2ccc(CCC(=O)O)n2NC(=O)c2ccc(C(C)(C)C)cc2)cc1	-9	-6	-23	0	-7	-2	11	0	11	8	-0.3
COc1ccc(C2=NN3C(C2)c2ccccc2OC3c2cccs2)cc1 (configuration not stated)	13	-34	-9	5	-328	-69	-72	-3	-301	-160	-0.8
CN(C)c1ncnc(N(C)C)c1[N+](=O)[O-]	5	0	-1	-3	13	16	-3	1	6	-31	-0.6
O=C(NCc1ccccc1)NC1CCCCC1	2	-5	-14	3	-97	-35	-27	0	-65	-24	-1.0
CCN(CC)CCCOc1ccc(Cl)c(Cl)c1	1	1	10	45	16	6	3	1	20	8	1.5
COc1ccc(C2C3(C#N)C(N)=NC(OC)(OC)C23C#N)cc1 (configuration not stated)	-8	17	-1	-3	5	18	4	2	17	4	0.2
CCOC(=O)C1=C(CSc2nc(C)ccc2C#N)OC(N)=C(C#N)C1c1cccc(OC)c1OC (configuration not stated)	-1	7	-10	4	-10	15	0	0	6	-24	0.4
CCC(OC(=O)CC1Sc2ccccc2NC1=O)C(=O)NCC1CCCO1 (configuration not stated)	-4	-6	-3	0	2	13	12	1	20	3	5.7
CC1Cc2ccccc2N1C(=O)COC(=O)CCc1nc2ccccc2c(=O)[nH]1 (configuration not stated)	2	9	2	-3	12	5	-17	15	8	-16	1.0
Cc1cc(=O)[nH]c(N2CCN(Cc3ccccc3)CC2)n1	-1	8	2	-11	14	0	-3	3	9	-27	-3.1
CCN(CC(=O)Nc1ccccc1C(F)(F)F)C(=O)c1ccc2c(=O)n3c(nc2c1)CCC3	-30	4	-5	0	9	-16	-3	-4	-2	0	2.6
COc1cc(/C=N/NC(=O)Cc2ccccc2)cc([N+](=O)[O-])c1O	-2	1	0	9	13	-4	-3	-6	5	-9	0.2
COc1ccc(-c2oc3ccc(N4CCOCC4)cc3c2C#Cc2ccc(N)cc2)cc1	-14	25	-42	13	-26	-5	-35	6	-23	-1	7.1
COc1ccc(N2CCN(C(=O)NCc3ccc(C)cc3)CC2)cc1	-4	4	-9	7	-4	1	13	-3	11	7	0.3
Cc1onc(-c2ccccc2)c1C(=O)NC(=S)NNC(=O)c1ccccc1O	-2	-3	40	36	20	15	41	1	17	12	-1.2
CCOC(=O)CSc1nc(N2CCOCC2)c2c(c1C#N)CC(C)(C)OC2	-5	-1	-2	-8	13	6	13	2	17	-14	-0.6
c1ccc2c(-c3csc(-c4ccncc4)n3)c[nH]c2c1	-13	0	-39	22	-268	-114	-71	1	-140	28	-0.4
CCCCc1nc2ccc(F)cc2cc1C	0	-14	.	9	10	.	3	.	7	2	2.3
CN[C@@H](C)C(=O)NC[C@H]1O[C@@H](n2cnc3c(=O)[nH]c(N)nc32)[C@H](O)[C@@H]1O	-6	-2	.	-5	9	.	1	.	0	7	-0.9
O=C1CSC(c2cccc([N+](=O)[O-])c2)N1CCc1ccccc1 (configuration not stated)	-12	12	6	-6	-3	-2	10	.	-5	10	-0.6
Nc1cccc(-c2ccc(CO)o2)c1	3	-14	-5	-6	-6	-3	6	-2	-38	-19	0.2
COc1ccc(CCC(=O)O)c(O)c1	-2	21	-4	1	2	6	1	2	8	3	3.6
CCc1nn(CC(=O)NCCN2CCN(C)CC2)c(=O)c2cc3c(OC)cccc3n12	5	-14	-3	-1	4	-10	-10	-1	7	-24	1.5
O=C1NC2(CCCc3ccccc32)C(=O)N1CCOc1ccc(Br)cc1 (configuration not stated)	-10	9	-10	0	23	5	-7	0	4	-1	-1.0
Cc1ccc(/C=N/NC(=O)CN2CCN(Cc3ccccc3Cl)CC2)o1	1	17	15	9	12	-8	-3	0	3	-5	-0.3
COc1ccc(NS(=O)(=O)c2ccc(C)c(C(=O)NCC(c3cccs3)N3CCOCC3)c2)cc1 (configuration not stated)	4	-5	-6	-5	8	5	1	4	-40	-19	-0.5
CC(C)(C)OC(=O)N1CCC[C@H]1C(=O)N/N=C/c1ccc2nccnc2c1	2	-6	-31	-11	19	10	24	0	7	3	-0.4
COc1cccc(-c2cc(C(=O)O)[nH]n2)c1	2	8	-6	-2	-12	-2	5	1	-6	8	2.4

Retrieved by compound from above, 7 records:
SMILES	KKLEB tox	CF NFkB block	EBV LMP1 NFkB	C8 TRAIL sens	HIF-2a inh	TRPM1 prom inh	Shn3 3UTR inh	NR2E3 ag-1	Peg3 prom inh	NR2E3 ag-2	hiPSC survival
COc1ccc(-c2oc3ccc(N4CCOCC4)cc3c2C#Cc2ccc(N)cc2)cc1	-14	25	-42	13	-26	-5	-35	6	-23	-1	7.1
COc1ccc(CCC(=O)O)c(O)c1	-2	21	-4	1	2	6	1	2	8	3	3.6
COc1ccc(C2C3(C#N)C(N)=NC(OC)(OC)C23C#N)cc1 (configuration not stated)	-8	17	-1	-3	5	18	4	2	17	4	0.2
COc1ccc(N2CCN(C(=O)NCc3ccc(C)cc3)CC2)cc1	-4	4	-9	7	-4	1	13	-3	11	7	0.3
CCOC(=O)CSc1nc(N2CCOCC2)c2c(c1C#N)CC(C)(C)OC2	-5	-1	-2	-8	13	6	13	2	17	-14	-0.6
O=C(CN1C(=O)c2cccc3cccc1c23)N1CCN(c2cccc(Cl)c2)CC1	0	4	-10	3	17	-3	14	-5	8	-29	1.3
O=C(CN1CCN(C(=O)c2ccco2)CC1)Nc1ccc(Cl)c(C(F)(F)F)c1	-8	-11	-1	7	21	8	10	3	12	-9	-3.1

From PubChem BioAssay
